Screens: PubChem BioAssay, several laboratories
Yfh1-off respiration – enhancers of respiration in Yfh1-depleted yeast, dose response, Friedreich's ataxia, plus single-dose screen (AID 1465); S. cerevisiae Yfh1-off respiration, WST-1 reduction, 72 h; higher fold induction means a stronger effect; 220,000 compounds, 0.074% hits; one-dose fold induction at 50 µM; EC50 in µM for titrated hits;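 active = fold induction of absorbance versus untreated yeast above a set limit, then at least 30% activation at any dose in follow-up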;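 also: activators that raise dye reduction in frataxin-depleted yeast; strong numbers were not always called active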
M17LAP inhibition – P. falciparum M17LAP inhibitors, primary screen, biochemical, fluorogenic H-Leu-NHMec substrate, 1536-well (AID 1619). inhibition, % at 30 µM, or IC50 in µM where a hit was titrated. 220,000 compounds, 0.38% hits. recombinant M17LAP, H-Leu-NHMec fluorogenic kinetic assay; higher % means a stronger effect. Leucine aminopeptidase (Plasmodium falciparum (isolate 3D7));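 active = compound inhibiting the enzyme by more than half at any dose during confirmatory dose-response retesting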;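 also: plate controls were full reaction with DMSO carrier for no effect and no enzyme background for full effect; strong numbers were not always called active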
Autophagy HCS – autophagy modulators in MEF cells, primary screen, imaging, high-content, MEF GFP-LC3; calls only at 10 µM (by protocol); 190,000 compounds, 0.98% hits; MEF GFP-LC3 puncta imaging; test concentration mostly 10 µM;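 active = percentage of spot-positive cells more than 3 SD above its plate mean, without a fluorescence outlier flag or 80% toxicity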;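 also: spot-positive cell cutoff set from DMSO-treated cells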
T cell modulator – modulators of CD8 T cell-vesicle binding, primary screen, mouse 2C CD8+ T cells, flow cytometry; 2C CD8+ T cell-vesicle binding; stronger effect = lower value; calls only at 7 µM; 330,000 compounds, 0.068% hits; AID 2052, 2009;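 active = response, share of CD8 T cells binding vesicles, and their 90th percentile fluorescence all below set limits, cut at about 80% in these data, passing the limit was not always enough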
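material = purified 2C TCR transgenic mouse naive CD8+ T cells | controls = Unloaded micro-vesicles (low), QL9 vesicles with 0.7% DMSO (high) | detection = cytometric PE anti-B7-1 and Alexa647 anti-CD8 signals after 1% paraformaldehyde fixation | incubation = binding step 1.5 h, 37 °C, antibody labelling 20 min, ice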
M1AAP inhibition – P. falciparum M1AAP inhibitors, biochemical, fluorogenic H-Leu-NHMec substrate, 1536-well (AID 1445) | recombinant M1AAP, H-Leu-NHMec fluorogenic kinetic assay; higher % means a stronger effect | 220,000 compounds, 0.42% hits | Aminopeptidase N (Plasmodium falciparum (isolate 3D7)) | inhibition, % at 30 µM; hits with a dose series show IC50 in µM;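 active = primary inhibition above the hit cutoff, then over 50% inhibition at one or more dose response concentrations, cut at about 23% in these data, passing the limit was not always enough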;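 also: plate controls were DMSO full reaction for no effect and no enzyme background for full effect; strong numbers were not always called active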
MT stabilize HCS – microtubule stabilizers in HeLa cells, primary screen, imaging, high-content imaging. HeLa tubulin immunostaining HCS, 24 h; share of cells brighter than vehicle mean+2SD. % tubulin-high responders, % at 10 µM. 200,000 compounds, 0.83% hits;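 active = plate Z-score above 3 for both tubulin-high and condensed-nucleus cell shares, with cell loss under 80%, at 10 µM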;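 also: anti alpha tubulin signal scored within the nucleus-defined area of each cell; some results filed as inactive read as strong as hits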
Dynein transport – inhibitors of GR-EGFP nuclear translocation, primary screen, dynein cargo transport inhibitor project, imaging, high-content, 3617.4 mouse cells | z-score, hits read low | test concentration mostly 20 µM; stimulated with dexamethasone, 1 µM; stronger effect = lower value | AID 1381, 2008 | 220,000 compounds, 0.47% hits;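 active = plate z-score of nuclear minus cytoplasmic receptor signal below a set negative limit, without overly bright fluorescence or cell loss, cut at about -3.5 in these data, passing the limit was not always enough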;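 also: z-score of nuclear minus cytoplasmic ring GR-EGFP intensity difference per well; some compounds called inactive have numbers as strong as hits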
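Medium: Induction medium lacking tetracycline, stripped serum | Probe or stimulus: 1.0 µM final dexamethasone stimulus | Schedule: 48 h induction, then 1 h compound, then 30 min agonist, 37 °C | Signal: Automated 10x imaging of fixed Hoechst-stained cells | Evaluation: Per-cell GR-EGFP intensity, nucleus versus surrounding cytoplasmic ring, well-averaged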
WT yeast gro inh – growth inhibition of WT strain, primary screen, mitochondrial fusion inhibitor project, WT and mutant strains, chemical genetic; mitochondrial fusion phenotypic screen; inhibition, % at 10 µM; 190,000 compounds, 2.1% hits; AID 1362, 2008; in the data active = inhibition above about 58%; tested in S. cerevisiae
bCat nuc transl – modulators of beta-catenin nuclear translocation, primary screen, imaging, HeLa cells, immunofluorescence, high-content; nuclear translocation activity, % at 5 µM; 190,000 compounds, 0.3% hits;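 active = nuclear translocation activity above 50% at 5 µM, with a well cell count of 50 or more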;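 also: per-cell ratio of nuclear to cytoplasmic median beta-catenin stain intensity; plate controls were DMSO negative control for no effect and GSK-3 inhibitor IX positive control for full effect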
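System: HeLa cells, endogenous beta-catenin; compound dosing: 5 µM primary single dose, 0.1% DMSO, 0.02–20 µM confirmation series; incubation: 24 h compound exposure at 37°C, 5% CO2; signal: beta-catenin immunofluorescence imaging with DAPI; evaluation: % activation, nuclear-to-cytoplasmic median beta-catenin signal ratio per cell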
WT yeast gro inh mutant strain – also measured in WT yeast gro inh; calls as there; inhibition, %; mitochondrial fusion phenotypic screen, mutant strain inhibition
Dynein transport cytoplasmic EGFP – recorded beside Dynein transport, whose call it bears; z-score; measured here: cytoplasmic GR-EGFP intensity; stronger effect = higher value
Dynein transport nuclear GR-EGFP – also measured in Dynein transport; calls as there; z-score; measured here: nuclear GR-EGFP intensity;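 lower value marks the stronger effect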
Dynein transport cell count – further read-out of Dynein transport, marked with its call; z-score; measured here: cell count per field
bCat nuc transl cell count 5 µM – recorded beside bCat nuc transl, whose call it bears; cell count; measured here: cell count, cytotoxicity flag
T cell modulator vesicle-bound % – further read-out of T cell modulator, marked with its call; double positive events, %; measured here: CD8+ vesicle-bound cell fraction;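 binding gate set so that unloaded-vesicle control wells show 10% double positive cells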
MT stabilize HCS Hoechst-high % – recorded beside MT stabilize HCS, whose call it bears; % Hoechst-high responders; measured here: nuclear condensation Hoechst responders;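 share of cells brighter than vehicle mean plus two SD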
MT stabilize HCS cytotoxicity % – second read-out of MT stabilize HCS, no call of its own (marks repeat the call); toxicity, %; measured here: cytotoxicity by cell density;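 0% = mean cell density of plate MIN control wells and 100% = no cells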
Autophagy HCS cell loss 18 h – second read-out of Autophagy HCS, no call of its own (marks repeat the call); toxicity, %; measured here: cell loss, nuclei count;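 cell loss after 18 h compound exposure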
An asterisk follows results filed as active; i = inactive; . = no result given; + = active, no number. An unsorted share of the library; any-hit rate near 4.4%.

SMILES	Yfh1-off respiration	M17LAP inhibition	Autophagy HCS	Autophagy HCS cell loss 18 h	T cell modulator	T cell modulator vesicle-bound %	M1AAP inhibition	MT stabilize HCS	MT stabilize HCS Hoechst-high %	MT stabilize HCS cytotoxicity %	Dynein transport	Dynein transport cytoplasmic EGFP	Dynein transport nuclear GR-EGFP	Dynein transport cell count	WT yeast gro inh	WT yeast gro inh mutant strain	bCat nuc transl	bCat nuc transl cell count 5 µM
COc1ccc(-c2noc(-c3ccccc3C(=O)Nc3cccnc3)n2)cc1OC	i	-2%	i	-8	i	22	2%	3.6	2.4	5.1	-1.1	-0.26	-0.52	1.4	4	8	-0.4	933
CCOc1ccc(NC(=O)CSc2n[nH]c(=O)n2-c2ccccc2)cc1	i	8%	i	-6	i	9	0%	3.5	1.5	2.8	-0.08	-0.11	-0.062	0.65	14	-16	2.0	1195
CN1CC(=O)N(CC(=O)N2CCC(Cc3ccccc3)CC2)C1=O	i	-1%	i	-1	i	26	6%	4.3	3.0	7.7	-0.86	-0.21	0.06	-0.029	-9	0	-1.3	1081
O=C(CCc1nnc(CCC2CCCCC2)o1)NCCn1cccn1	i	14%	i	-14	i	1	4%	2.6	1.1	7.3	-0.88	-0.032	-0.45	0.55	6	-4	0.3	1102
O=c1[nH]c2ccccc2n1CCCOc1ccccc1	i	-5%	i	6	i	36	-7%	4.1	2.0	1.2	1.9	-0.14	2.2	-1.7	8	6	-2.9	989
COc1ccc(CCN(CC(=O)NC2CCCC2)C(=O)CCC(=O)Nc2cc(C)on2)cc1OC	.	0%	i	-6	i	56	-3%	4.4	2.2	6.4	-1.2	-0.24	-0.35	1.3	13	5	-1.3	1151
CC(CNC(=O)c1ccc(C(C)(C)C)cc1)CN(C)C (stereo unspecified)	i	-8%	i	-6	i	36	10%	4.8	2.8	7.4	2.1	-0.25	0.5	-0.78	-10	-18	-0.1	533
CC(C)Cc1nc2sc3c(c2c(=O)n1N)CC(C(C)C)OC3 (stereo unspecified)	i	8%	.	.	i	14	11%	.	.	.	0.57	-0.25	0.38	-0.095	.	.	-0.3	1329
CSCCC(NS(=O)(=O)c1ccc(Cl)cc1)C(=O)OCC(=O)NC1CCCCC1 (stereo unspecified)	i	-4%	i	27	i	44	-2%	1.6	1.3	6.4	0.016	-0.24	0.063	-0.38	-8	-21	.	.
Cn1c(NC(=O)C[n+]2cc(-c3ccc(F)cc3)n3c2CCC3)cc(=O)n(C)c1=O	i	-3%	i	10	i	58	0%	5.5	1.5	1.6	0.078	-0.25	0.11	1	20	0	-3.1	553
COc1cccc(OC)c1-c1nn2c(-c3cc(-c4ccccc4)n[nH]3)nnc2s1	i	-8%	i	-13	i	62	4%	40*	44*	25*	0.31	-0.23	0.55	-0.012	-4	-6	37	891
Cn1cccc1Cc1nnc(SCC(=O)N2CCOCC2)n1-c1ccc(F)cc1	i	-2%	.	.	i	22	3%	5.2	3.2	3.6	-0.47	-0.3	-0.042	0.65	11	2	-1.1	1116
CCOc1ccc2nc(NC(=O)CSc3ccccc3)sc2c1	i	1%	i	37	i	16	9%	1.1	1.0	1.1	0.86	-0.3	0.84	-0.97	5	-2	-2.7	1178
CCN(CC)CCOCCOc1ccc(Cl)c2ccccc12	i	6%	i	3	i	50	-11%	3.6	1.7	1.3	0.13	-0.16	0.19	-0.19	38	37	0.8	1040
Cc1cccc(NC(=O)c2ccccc2O)c1C	i	18%	i	-1	i	29	9%	3.6	1.6	4.5	1.7	0.054	1.2	-1.1	44	43	-1.5	1365
CN(C)C=Nc1c(Br)cc(Br)c2nonc12	i	-15%	+	-10*	i	1	-6%	2.0	1.1	10	-3.3	5.6	-0.61	0.66	6	2	.	.
O=C(NC1CCCCC1)N1CCC(n2c(=O)[nH]c3ccccc32)CC1	i	-2%	i	-5	i	16	7%	2.9	1.9	12	0.63	-0.029	0.54	-0.95	9	1	.	.
Cc1ccc(-c2nnc(SCC(=O)N3c4ccccc4NC(=O)C3(C)C)n2N)cc1	i	21%	i	-2	i	19	-1%	2.9	1.8	3.8	-0.57	-0.21	-0.016	0.99	13	0	.	.
COc1ccccc1NC(=O)NCCC1=CCCCC1	i	-1%	i	8	i	33	10%	3.5	2.5	3.8	-0.29	-0.3	-0.036	0.65	17	4	1.7	1054
FC(F)(F)c1cccc(NC(=S)Nc2cccc(Cl)c2)c1	i	10%	i	1	i	47	1%	3.8	0.8	16	2.1	-0.17	0.67	-1.9	13	-13	0.2	1299
CC1CCN(c2nc3ccc(C(=O)O)cc3s2)CC1	i	7%	i	13	i	36	6%	3.4	2.1	6.8	-0.41	-0.23	0.061	0.62	-22	-38	-4.1	881
CCC1CCCCN1C(=O)CSc1nnc(-c2ccc3c(c2)OCCO3)o1 (stereo unspecified)	i	-8%	i	-4	i	45	7%	2.8	2.4	9.1	-0.2	-0.24	-0.068	0.51	-8	-4	0.1	758
COc1ccc(-c2nnc(SC(C)C(=O)NNC(=O)c3ccc(C)cc3)o2)cc1 (stereo unspecified)	i	26%	i	16	i	39	12%	6.6	3.5	10	0.94	-0.21	0.77	-0.82	6	-20	-0.5	1194
CCC(=O)c1ccc(OCC(O)Cn2c(C)nc3ccccc32)cc1 (stereo unspecified)	i	6%	i	13	i	29	-3%	4.3	2.3	4.4	1.4	-0.21	0.62	-0.56	21	5	0.5	1075
O=C(Cc1cccs1)N1CCN(c2ccc(F)cc2)CC1	i	-6%	i	2	i	34	-9%	3.6	0.8	5.5	0.049	-0.25	0.35	0.33	14	-3	-1.3	1193
C/C(=C\C#N)n1nc(C)cc1N	i	2%	i	0	i	34	4%	2.0	1.9	6.5	0.13	-0.19	0.21	0.052	-9	-19	-5.8	972
O=C(NCc1nnc(SCC(=O)N2CCC(Cc3ccccc3)CC2)o1)c1ccco1	i	-2%	i	9	i	60	-4%	5.3	1.6	16	0.51	0.15	0.97	-0.49	-3	-3	-3.0	891
COc1ccccc1N1CCN(S(=O)(=O)c2ccc3c(c2)n(C)c(=O)n3C)CC1	i	0%	i	-1	i	66	3%	2.7	2.2	7.2	-1.4	-0.19	-0.99	0.83	4	-18	3.2	915
CCCN1Cc2cccc(C(=O)Nc3ccc4c(c3)OCCO4)c2C1=O	i	13%	i	8	i	29	5%	4.7	2.3	5.7	-0.72	-0.24	-0.39	0.45	19	9	.	.
O=C(NCCc1ccccc1)c1oc2ccccc2c1COc1ccccc1	i	-11%	i	-7	i	22	-1%	2.0	4.0	7.2	-0.77	-0.29	-0.87	0.57	23	6	.	.

Two entries from above in a different format.
> O=C(NCc1nnc(SCC(=O)N2CCC(Cc3ccccc3)CC2)o1)c1ccco1
  Yfh1-off respiration: i | M17LAP inhibition: -2% | Autophagy HCS: i | Autophagy HCS cell loss 18 h: 9 | T cell modulator: i | T cell modulator vesicle-bound %: 60 | M1AAP inhibition: -4% | MT stabilize HCS: 5.3 | MT stabilize HCS Hoechst-high %: 1.6 | MT stabilize HCS cytotoxicity %: 16 | Dynein transport: 0.51 | Dynein transport cytoplasmic EGFP: 0.15 | Dynein transport nuclear GR-EGFP: 0.97 | Dynein transport cell count: -0.49 | WT yeast gro inh: -3 | WT yeast gro inh mutant strain: -3 | bCat nuc transl: -3.0 | bCat nuc transl cell count 5 µM: 891

> COc1ccccc1N1CCN(S(=O)(=O)c2ccc3c(c2)n(C)c(=O)n3C)CC1
  Yfh1-off respiration: i | M17LAP inhibition: 0% | Autophagy HCS: i | Autophagy HCS cell loss 18 h: -1 | T cell modulator: i | T cell modulator vesicle-bound %: 66 | M1AAP inhibition: 3% | MT stabilize HCS: 2.7 | MT stabilize HCS Hoechst-high %: 2.2 | MT stabilize HCS cytotoxicity %: 7.2 | Dynein transport: -1.4 | Dynein transport cytoplasmic EGFP: -0.19 | Dynein transport nuclear GR-EGFP: -0.99 | Dynein transport cell count: 0.83 | WT yeast gro inh: 4 | WT yeast gro inh mutant strain: -18 | bCat nuc transl: 3.2 | bCat nuc transl cell count 5 µM: 915
